SW480 rerep = A quantitative high throughput screen for small molecules that induce DNA re-replication in SW480 colon adenocarcinoma cells; SW480 DNA re-replication, Hoechst DNA content imaging, 48 h; Potency, µM (doses to about 46.1 µM), for inactives: at the top dose re-replication activation, usual class: activators; 340,000 compounds, 1.8% hits; note: potency is the fitted concentration of half-maximal effect; % of control where 0% means no effect; nearly all actives have a fitted effect of over 55% in size
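Image-based read-out: total Hoechst fluorescence of nuclei (405 nm excitation, 500-530 nm emission), with hits raising the fraction of high-intensity nuclei. SW480 colon cells incubated 48 hr with compounds at 37 C.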
S2 tox = Viability Counterscreen for Primary qHTS for Inhibitors of ATXN expression; 400,000 compounds, 0.49% hits; S2 cells (HEK-293 line with an ATXN2-luciferase reporter) viability, CellTiter-Fluor protease fluorescence, 24 h; Potency, µM (titrated, usually from 56.7 µM), actives largely listed as cytotoxic; note: potency is the fitted concentration of half-maximal effect; nearly all actives have a fitted effect of over 40% in size
MCF10A rerep = A quantitative high throughput screen for small molecules that induce DNA re-replication in MCF 10a normal breast cells | MCF 10A DNA re-replication, Hoechst nuclear intensity, 48 h | Potency, µM (titrated, usually from 46.1 µM), without a hit: at the highest dose activity, positive = re-replication, actives largely listed as activators | 350,000 compounds, 2.9% hits | AID 624296, 2012; note: potency is the fitted concentration of half-maximal effect; % of control where 0% means no effect; nearly all actives have a fitted effect of over 50% in size
IL-1B inflam inh = qHTS for Inhibitors of Inflammasome Signaling: IL-1-beta AlphaLISA Primary Screen; THP-1 LPS/ATP IL-1B secretion, AlphaLISA, 16 h; stronger effect = lower value; activity change, % at 57.5 µM; 360,000 compounds, 4.7% hits; in the data active = activity change below about -50%; inconclusive = mostly about -30% to -49%; note: % is set by controls: 0 for no effect and ±100 for the full control effect
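THP-1 cells pretreated 1 hr with compounds (up to 57.5 uM final), then stimulated with LPS (250 ng/mL final) plus ATP (1.25 mM final); secreted IL-1B measured by AlphaLISA after 16 hr, decreased signal indicating inhibition.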
HT1080 IDH1KD tx = qHTS for induction of synthetic lethality in tumor cells producing 2HG: qHTS for the HT-1080-IDH1KD cell line; HT-1080 IDH1 knockdown viability, ATP luminescence, 48 h; Potency, µM (highest dose often 46.1 µM), inactives show at the top dose activity, negative = toxicity, most hits filed as cytotoxic; 360,000 compounds, 2% hits; AID 686971, 2013;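 note: potency is the fitted concentration of half-maximal effect; 0% = DMSO wells and -100% = cell-free medium wells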
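% activity derives from luminescence (CellTiter-Glo), normalised to DMSO and no-cell wells. HT-1080-IDH1KD cells, 750/well, had 48 h compound exposure at 37 °C.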
HepG2 viability = qHTS for Inhibitors of TGF-b: Cytotox Counterscreen; HepG2 CAGA-GFP viability, ATP luminescence, 18 h; Potency, µM (series often up to 46.1 µM), for inactives: at the highest dose activity change, negative = cytotoxicity, actives largely listed as cytotoxic; 410,000 compounds, 0.76% hits; AID 588856, 2011; note: potency is the fitted concentration of half-maximal effect; some results filed as inactive show a strong effect at the top dose
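HepG2 CAGA-GFP cells (1000/well, DMEM with 1% FBS) received compound, then TGF-beta at 500 pg/mL final, and were incubated 18 hours at 37 degrees C. Viability was read by CellTiter-Glo luminescence. Media-only wells were set as complete cell-killing and DMSO as no toxicity.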
ATXN2 expr inh = Primary qHTS for Inhibitors of ATXN expression. HEK-293 ATXN2-luciferase reporter, luminescence, 24 h. Potency, µM (doses to about 57 µM), for the others: top-dose activity change, negative = inhibition, hits mostly inhibitors. 360,000 compounds, 0.72% hits; note: potency is the fitted concentration of half-maximal effect; % is set by controls: 0 for no effect and ±100 for the full control effect; nearly all actives have a fitted effect of over 55% in size
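ATXN2-luciferase reporter cells (luciferase flanked by upstream and downstream ATXN2 gene portions) were treated 24 h at 37 °C with compounds at up to 57 uM. SteadyGlo luminescence gave expression; GF-AFC fluorescence gave viability.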
HT1080-NT tox = qHTS for induction of synthetic lethality in tumor cells producing 2HG: qHTS for the HT-1080-NT fibrosarcoma cell line. 360,000 compounds, 1.6% hits. AID 686970, 2013. Potency, µM (highest dose often 46.1 µM), without a hit: at the highest dose activity, negative = less viability, usual class: cytotoxic. HT-1080-NT fibrosarcoma viability, CellTiter-Glo ATP luminescence, 48 h;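 note: NT is the 2HG producing partner of a matched IDH1 knockdown line; potency is the fitted concentration of half-maximal effect; 0% = DMSO-treated cells and -100% = media-only wells without cells; nearly all actives have a fitted effect of over 55% in size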
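HT-1080-NT fibrosarcoma cells (2HG-overproducing), 750 cells/well in RPMI with 5% FBS, dosed after 2 h and incubated 48 h at 37C. CellTiter-Glo luminescence normalized to DMSO and no-cell wells; concentration-response curves fitted and classed.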
KB-3-1 tox = qHTS assay for MDR1-selective chemotherapeutics: Primary screen using the parental adenocarcinoma cell KB-3-1 | KB-3-1 viability, CellTiter-Glo ATP luminescence, 72 h | Potency, µM (titrated, usually from 46.1 µM), without a hit: at the top dose activity change, negative = cytotoxic, actives largely listed as cytotoxic | 400,000 compounds, 1.4% hits | AID 1347075, 2019; note: potency is the fitted concentration of half-maximal effect; % is set by controls: 0 for no effect and ±100 for the full control effect; nearly all actives have a fitted effect of over 60% in size
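Parental KB-3-1 adenocarcinoma cells in phenol-red-free DMEM with 10% FBS were pin-treated with compounds at several concentrations, incubated 72 h at 37 °C, and viability read by CellTiter-Glo luminescence; concentration-effect curves were fitted after normalization.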
* marks the source's active call; other numbers are inactive results; i = inactive; ? = inconclusive; / = not tested or not shown; [ ] = dose if it differs, or a comment. Unless noted, calls come from the whole dose curve; as a rule, active = well fitted curve in the direction sought with a large enough effect; inconclusive = small, poorly fitted or top-dose-only effect, or another doubt; inactive = no such curve, though single readings can be large; an effect the other way counts as inactive or inconclusive.

canonical_smiles	MCF10A rerep	ATXN2 expr inh	SW480 rerep	HT1080-NT tox	IL-1B inflam inh	HepG2 viability	HT1080 IDH1KD tx	S2 tox	KB-3-1 tox
CN(CCC#N)C(=O)COc1ccc(Br)cc1Cl	2%	2%	2%	0%	-2	-10%	4%	i	-1%
COc1ccccc1NC(=O)CNC(c1ccccc1)c1ccccc1	?	-2%	7%	-1%	7	10%	-2%	i	17%
CS(=O)(=O)N(CC(=O)Nc1ccc(Br)cc1F)C1CCCCC1	-2%	0%	-1%	-4%	-1	6%	-4%	i	0%
COCc1ccc(C(=O)N(C)CC2CCCN(CCc3ccccc3F)C2)o1 (configuration not stated)	12%	-11%	-31%	7%	30	-7%	12%	i	6%
CCc1nc2ccc(C(=O)Nc3ccc4c(c3)OCC(=O)N4)cn2c1N(CC)CCOC	/	11%	/	3%	-23	-21%	13%	i	?
COc1ccc(CNC(=S)N2CCN(S(=O)(=O)c3cccc(F)c3)CC2)cc1	-2%	/	-12%	-2%	-12	-9%	2%	i	-16%
O=C(Nc1cccc([N+](=O)[O-])c1)C1C2CC/C=C\CCC21 (configuration not stated)	?	-8%	2%	-1%	-5	10%	-11%	i	2%
CNc1ccc(-c2nc(-c3ccccn3)no2)cc1[N+](=O)[O-]	/	49%[activator]	/	/	/	-4%	/	i	-20%
Cc1ccn2c(Nc3ccc4c(c3)OCO4)c(-c3ccco3)nc2c1	/	33%[activator]	/	/	/	-24%	/	?	0%
CCOC(=O)/C=C/C(=O)Nc1ccc(S(=O)(=O)Nc2c(C)cc(C)cc2C)cc1	16µM*	?	?	?	-72*	-38%	-25%	?	?
COc1ccc(Br)cc1C(=O)Nc1ccc(N2CCCC2)cc1	?	7%	?	-9%	12	-32%	-6%	i	-1%
CCOC(=O)[C@]12CCC=C1N(Cc1ccc3c(c1)OCO3)C(=O)[C@H](CC(=O)N1CCN(C(=O)c3ccco3)CC1)C2	/	16%	/	12%	-13	/	4%	i	6%
CC(C)(C)NCC(O)COc1ccc(Br)cc1 (configuration not stated)	-3%	?	-4%	-8%	?	2%	-2%	?	0%
CC(C)CC(=O)NC(=S)Nc1ccc(S(=O)(=O)N2CCN(C)CC2)cc1	16%	2%	?	-5%	-6	-28%	-3%	i	-3%
Cc1ccc(NC(=O)CSCC(=O)N=c2sccn2C)cc1	-2%	4%	-4%	8%	12	-1%	14%	i	0%
Cc1ccc(S(=O)(=O)NCCCNC(=O)OCc2ccccc2)cc1	-1%	-6%	-4%	2%	0	-1%	3%	?	-3%
COc1ccc(N2CCN(c3ncnc4c3cnn4-c3ccc(C)cc3C)CC2)cc1	0%	-10%	-4%	5%	20	-13%	15%	i	-21%
CCCCc1ccc(NC(=O)CC(C)=O)cc1	24%	17%	4%	11%	1	-3%	16%	i	1%
CCCC(=O)N1CCN(Cc2nc3cc([N+](=O)[O-])ccc3n2C)CC1	6%	3%	7.3µM*	6%	17	-6%	4%	i	0%
O=C(CSc1cccc2cccnc12)Nc1cccc(S(=O)(=O)N2CCOCC2)c1	?	-22%	1%	-2%	14	-25%	1%	i	-1%
Nc1cccc2cc(S(=O)(=O)O)ccc12	5%	5%	1%	4%	23	16%	-2%	i	0%
Cc1[nH]n(C)c(=O)c1C(=O)c1c(-c2c(Cl)cccc2Cl)noc1C	?	5%	?	21µM*	-21	-32%	16µM*	i	5%
CCN(CC)CCN1C(=O)c2ccccc2NC1c1cccc(F)c1 (configuration not stated)	-1%	0%	-2%	-2%	13	-6%	-8%	i	0%
COC(C[C@H]1O[C@H]1[C@@H](O)COCc1ccccc1)OC	6%	4%	0%	3%	1	-1%	6%	i	-6%
O=C(c1ccccc1F)N1CCCC(c2ccccc2)C1 (configuration not stated)	6%	-14%	1%	15%	0	-8%	11%	i	5%
CN1OC[C@@H]2CN(S(=O)(=O)c3ccccc3)[C@H](c3ccc(N4CCCCC4)cc3)C[C@@H]21	/	3%	/	-4%	-15	0%	-5%	i	?
O=Cc1s/c(=N\S(=O)(=O)c2ccccc2)n(CCCCl)c1Cl	?	?	8.2µM*	7.3µM*	-102*	8.9µM*	7.3µM*	5µM*	?
NC(=O)CSc1oc(-c2ccco2)nc1S(=O)(=O)c1ccccc1	3%	8%	0%	22%	-7	-1%	4%	i	8%
Cn1c(-c2ccccc2)c(Sc2ccccc2)c2cc(-c3ccc4cc[nH]c4c3)ccc21	/	-5%	/	14%	35	/	4%	?	-21%
CCOCCCNC(=O)/C(C#N)=C/c1ccc(-c2ccc(S(=O)(=O)N3CCOCC3)cc2)o1	?	-10%	?	-13%	5	-4%	-1%	i	23%
O=C(c1cc2ccccc2oc1=O)N(Cc1ccc2c(c1)OCO2)Cc1ccco1	?	24%	3%	-11%	-10	-15%	9%	i	0%
CCCCC(=O)Nc1cc(C)c(NC(=O)c2cccs2)cn1	0%	-10%	-3%	8%	-17	14%	-3%	i	-1%
Cc1ccc(C(C)C)c(OCC(=O)NNC2=CC(=O)CC(C)(C)C2)c1	2%	-10%	-4%	-14%	9	-2%	-7%	i	-16%
CC(C)OCCCNC(=O)C(=O)N/N=C/c1ccc(OCc2ccccc2)cc1	-3%	14%	-8%	14%	9	7%	6%	i	12%
Cc1c(NC(=O)COc2cccc(Br)c2)c(=O)n(-c2ccccc2)n1C	4%	-6%	-8%	-1%	0	-34%	-3%	i	26%
CC12CC3CC(C)(C1)CC(Nc1nc(N4CCOCC4)nc4ccccc14)(C3)C2	-7%	10%	-1%[9.22 µM]	14%	27	-2%	12%	i	?
CC(=O)c1ccc(NC(=O)C2CC(=O)N(Cc3ccccc3)C2)cc1 (configuration not stated)	2%	64%[activator]	-21%	17%	9	-11%	9%	i	24%
CC(NC(=O)c1ccco1)C(=O)N(C)Cc1ccc(C(F)(F)F)cc1 (configuration not stated)	0%	-28%	11%	-3%	-16	-18%	1%	i	-3%
Cc1ccc(-c2cccc(C(=O)NCCc3ccccc3)n2)c2ccccc12	-3%	1%	?	-26%	-14	-16%	-17%	i	4%
COc1ccc(NS(=O)(=O)c2ccc(Cl)c(N)c2)cc1Br	17%	4%	3%	-24%	-13	-24%	-23%	i	-4%
CCCCNC(=O)C[C@@H]1C[C@@]2(C(=O)OC)CC(C)(C)CC=C2N(Cc2ccco2)C1=O	/	/	/	9%	-2	/	5%	/	-5%
CCOc1ccc2[nH]c(=O)c(CN(CCc3ccccc3)C(=O)N3CCCC3)cc2c1	-11%	?	2%	-3%	-2	-10%	-5%	?	-6%
CCc1ccc(CNC(=O)C2CCN(S(=O)(=O)N3CCC(C)CC3)CC2)cc1	7%	/	8%	-3%	-2	-21%	2%	?	-12%
COc1nnc(-c2ccc(C)c(S(=O)(=O)NCC3CCCO3)c2)c2ccccc12 (configuration not stated)	7%	4%	-5%	-14%	-5	9%	-11%	i	8%
COc1cccc(CNC(=O)CN(C)S(=O)(=O)c2ccc(Br)s2)c1	0%	-18%	9%	-1%	-21	-5%	4%	?	1%
COc1ccc(Cl)cc1C(=O)Nc1ccc2nc3n(c(=O)c2c1)CCCC3	-10%	14%	0%	-12%	-16	-3%	1%	i	-7%
COc1cccc(N2CCN(C(=O)C3CCN(S(=O)(=O)c4c(C)noc4C)CC3)CC2)c1	/	-5%	/	/	/	4%	/	i	-13%
CCCc1cc(C(=O)N2CCN(S(=O)(=O)c3ccc(OC)c(OC)c3)CC2)cs1	?	-2%	2%	-16%	-21	-34%	-28%	i	-10%
O=C(CCc1nnc(CCCCc2ccccc2)o1)N1CCN(CCO)CC1	23%	3%	3%	0%	16	-87%	11%	i	-2%
CN1CCC(=O)N([C@H](CSc2ccc(Br)cc2)Cc2ccccc2)CC1	-1%	-16%	7%	-11%	?	-31%	-3%	i	0%
Cc1nc(N2CCC(C)CC2)c2oc3ccccc3c2n1	?	-27%	-14%[9.22 µM]	?	-15	-33%	?	i	?
COCCCn1c(=N)c(S(=O)(=O)c2ccccc2)cc2c(=O)n3cccc(C)c3nc21	/	9%	/	/	/	-24%	/	i	-14%
CC(=C/c1ccccc1)/C=C1/SC(N2CCOCC2)=NC1=O	11%	78%[activator]	-8%	-6%	?	-25%	1%	i	-4%
O=C(CCC(=O)Nc1ccccc1)NNC(=O)c1ccco1	-24%	2%	2%	10%	7	-5%	-5%	i	-4%
CC(C)Oc1ccc(S(=O)(=O)N2CCCCC2)cc1NC(=O)C1=NN(c2ccccc2)C(=O)CC1	/	/	/	4%	27	-76%	4%	?	-23%
COc1cc2c(cc1CN1CCN(C(=O)c3cc(OC)c(OC)c(OC)c3)CC1)OCO2	-2%	-11%	2%	19%	25	7%	2%	i	8%
CCOC(=O)c1c(C)[nH]c(N=Nc2ccccc2Cl)c1C	2%	/	-2%	1%	-15	-36%	-11%	i	3%

Source: PubChem (National Center for Advancing Translational Sciences (NCATS))
